# Source: PubChem
# TIM10 inh: inhibits growth of TIM10 yeast strain; S. cerevisiae TIM10 strain growth, BacTiter-Glo luminescence, 24 h; hit rate 1.4% among 330,000; AID 463195; inhibition, % at 10 µM;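 active means inhibition of 40% or more at the single tested concentration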;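 further: wild-type TIM10 isogenic control strain grown at permissive 25 °C; 0% = DMSO yeast wells and 100% = minimal medium wells without yeast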
# UPR XBP1 act: activators of adaptive arm of unfolded protein response (XBP1). hit rate 0.33% among 330,000. AID 463104. CHO-XBP1 luciferase reporter, IRE1-XBP1 UPR activation, luminescence; percent of tunicamycin response, DMSO as zero. activation, % at 20 µM;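 active means versus positive control, 20 µM dose yields 30% or more activation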;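 further: 100% = tunicamycin at 10 µg/mL and 0% = DMSO only wells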
#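 Material: CHO cell line with stable XBP1 luciferase reporter; buffer or medium: F12 medium containing 10% fetal bovine serum; compound: single point, 20 µM final compound, 1% DMSO; incubation: 6 h treatment, 37 °C; measured by: glow luminescence from Steady-Glo reagent; evaluation: activation, % of tunicamycin; control set: tunicamycin high, DMSO low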
# NALP3 yeast inh: NALP3 inhibition in yeast | Yeast reconstituted NLRP3/ASC/caspase-1, beta-gal luminescence, 24 h | inhibition, % at 10 µM | hit rate 0.39% among 330,000 | AID 2825;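 active means inhibition of 50% or more; inactive means inhibition below 50%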;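 further: plate controls were induced DMSO wells for no effect and uninduced yeast grown without galactose for full effect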
# tim23-1 inh: tim23-1 yeast growth inhibition; inhibition, % at 20 µM; hit rate 1.3% among 330,000; S. cerevisiae tim23-1 growth, BacTiter-Glo luminescence, 24 h;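 active means growth inhibition of the mutant yeast at or above 50%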;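 further: temperature-sensitive mutant grown at 25 °C; plate controls were DMSO-treated mutant yeast for no effect and medium wells lacking yeast for full effect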
# Mdm2 MdmX PPI: disrupts the human Mdm2-MdmX interaction. hit rate 3% among 330,000. AID 485346. SaOS-2 split-luciferase Mdm2/MdmX complementation, luminescence. inhibition, % at 8 µM;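 active means inhibition of at least 50% at 8 µM in the primary screen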
# Target sequence (O15151 whole entry, looked up): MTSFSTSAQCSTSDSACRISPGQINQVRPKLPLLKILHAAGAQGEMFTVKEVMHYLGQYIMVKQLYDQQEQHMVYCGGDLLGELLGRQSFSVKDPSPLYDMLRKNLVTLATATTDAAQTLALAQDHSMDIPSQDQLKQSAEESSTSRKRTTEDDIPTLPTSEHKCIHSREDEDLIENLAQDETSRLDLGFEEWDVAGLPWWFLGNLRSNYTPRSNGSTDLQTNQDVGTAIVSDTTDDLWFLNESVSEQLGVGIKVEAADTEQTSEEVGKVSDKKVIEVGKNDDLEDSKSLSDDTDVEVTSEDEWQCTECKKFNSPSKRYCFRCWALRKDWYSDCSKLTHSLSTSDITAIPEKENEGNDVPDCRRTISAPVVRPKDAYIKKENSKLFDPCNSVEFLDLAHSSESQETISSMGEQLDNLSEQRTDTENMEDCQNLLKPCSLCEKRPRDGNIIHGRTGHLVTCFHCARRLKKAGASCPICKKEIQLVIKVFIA
# Target sequence (Q00987 whole entry, looked up): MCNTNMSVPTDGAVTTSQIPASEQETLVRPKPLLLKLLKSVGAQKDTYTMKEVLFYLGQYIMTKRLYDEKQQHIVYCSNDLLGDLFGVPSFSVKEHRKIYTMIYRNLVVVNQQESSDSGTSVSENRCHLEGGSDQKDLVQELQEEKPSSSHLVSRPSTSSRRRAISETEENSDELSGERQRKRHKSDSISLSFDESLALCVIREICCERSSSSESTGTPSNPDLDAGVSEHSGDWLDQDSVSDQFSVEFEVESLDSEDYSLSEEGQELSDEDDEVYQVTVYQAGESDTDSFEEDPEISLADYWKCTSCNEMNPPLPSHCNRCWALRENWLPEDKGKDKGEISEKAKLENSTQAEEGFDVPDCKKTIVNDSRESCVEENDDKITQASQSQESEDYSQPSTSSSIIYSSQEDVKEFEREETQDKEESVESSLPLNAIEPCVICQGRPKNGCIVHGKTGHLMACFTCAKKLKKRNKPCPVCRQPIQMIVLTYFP
# CHOP UPR activ: activators of apoptotic arm of unfolded protein response (CHOP). CHO-CHOP luciferase reporter, UPR activation, luminescence; percent of tunicamycin response over DMSO baseline. activation, % at 10 µM. hit rate 0.34% among 330,000;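 active means at 10 µM dose, activation of 40% or more, normalized to positive control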;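 further: 100% = tunicamycin at 10 µg/mL and 0% = DMSO alone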
#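 Evaluation: % reporter activation, DMSO baseline versus tunicamycin full activation; System: CHO-CHOP luciferase reporter cell line; Input: 500 cells/well; Incubation: 6 h compound treatment, 37 °C; Measured by: Steady-Glo luciferase luminescence; Dosing: one dose, 10 µM in 0.5% DMSO; Buffer or medium: F12 medium, 10% FBS; Benchmarks: positive tunicamycin 10 µg/mL, negative DMSO alone.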
# tim10-1 inh: tim10-1 yeast growth inhibition. S. cerevisiae tim10-1 ts strain growth, BacTiter-Glo, 24 h. inhibition, % at 20 µM. hit rate 2.2% among 330,000. AID 463190;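 active means inhibition of at least 40%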;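 further: mutant grown at 25 °C; 0% = DMSO wells with yeast and 100% = wells holding no yeast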
# NR3A LBD binder: modulates the human NR3A ligand-binding domain; NR3A LBD differential scanning fluorimetry, Tm shift; 0% = protein alone, 100% = glycine-bound protein; Tm shift relative to glycine control, % at 25 µM; hit rate 2.5% among 340,000; AID 1259313;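 active means melting temperature shift of at least 10% of the positive control shift, at one fixed dose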
# APJ ag: APJ receptor agonism. hit rate 0.11% among 330,000. AID 2520. CHO-K1 APJ PathHunter beta-arrestin, luminescence; 0% DMSO wells, 100% apelin. activation, % at 20 µM. P35414;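 active means activation more than six SD over the plate average, tested at 20 µM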;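 further: 0% = DMSO alone and 100% = apelin-13 at 10 nM; some results filed as inactive read as strong as hits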
#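 Assay system: CHO-K1 cells stably expressing ProLink-tagged human APJ and arrestin–beta-gal acceptor. Compound dosing: 20 µM single point, 1% DMSO. Times: 16-18 h seeding, 90 min dark compound exposure, 60 min detection. Detection: beta-gal luminescence. Evaluation: APJ–arrestin association signal. Controls: negative DMSO alone, positive Apelin-13 at 10 nM.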
# The depositor's hits bear a star.
SMILES	TIM10 inh	UPR XBP1 act	NALP3 yeast inh	tim23-1 inh	Mdm2 MdmX PPI	CHOP UPR activ	tim10-1 inh	NR3A LBD binder	APJ ag
CCOC(=O)C1=C(C)OC(N)=C(C#N)C1c1cc2cc(C)ccc2nc1N1CCCCC1 (centres undefined)	25	1	22	31	-21	2.1	27	-2	3
Cc1ccc(/C=N/NC(=O)Cc2cccn2C)s1	14	-3	17	16	6	0.4	1	-1	0
COC(=O)Cn1ncn2cccc2c1=O	6	1	8	3	20	-2.6	11	1	-5
COc1cccc(NC(=O)Nc2ccc3c(c2)CCC3)c1	13	2	37	11	-52	8.4	-4	5	5
COCCn1c(SCC(=O)NC(=O)NC2CCCCC2)nc2ccccc2c1=O	16	-1	12	17	25	-0.1	5	2	-3
CCCS(=O)(=O)c1c(S(=O)(=O)CCC)c2cnccn2c1C(=O)c1ccc(CC)cc1	12	-2	-7	17	5	0.4	5	1	-4
CCN(CC)CCC/C(=N\O)C(O)(c1ccccc1)c1ccccc1	-4	1	-12	6	2	-0.2	2	-1	-4
Cc1nn(C)c(C(=O)NNC(=S)Nc2ccc(F)cc2)c1[N+](=O)[O-]	-5	-1	9	13	-22	-1.2	16	1	-6
CCn1c(SCC(=O)OC(C)C)nnc1-c1ccccc1OC	9	-2	15	5	-5	1.0	13	0	-3
Cc1ccc(-n2nnnc2-c2ccccc2Br)cc1	-20	-2	8	11	20	1.8	6	-1	0
COc1ccccc1/C=N/NC(=O)c1c(-c2ccccc2)noc1C	-3	-5	1	19	5	0.1	22	-2	0
CCOC(=O)C1=C(C)OC(N)=C(C#N)C1c1cccc(C)c1 (centres undefined)	20	0	-6	33	-1	-1.4	21	0	-2
O=C(Nc1ccccc1)OCc1cncs1	-8	-3	5	-2	13	-0.1	7	2	-2
COC(c1ccccc1)c1nnc(CCC(=O)NC2C3CC4CC(C3)CC2C4)o1 (centres undefined)	9	-1	7	12	-26	-0.4	26	-1	-2
O=C(NCCSc1c[nH]c2ccccc12)c1ccc2c(c1)OCO2	20	-1	15	16	8	2.1	21	9	-4
CCOC(=O)c1c(NC(=O)CSc2ncn[nH]2)sc(C(C)=O)c1C	10	-1	14	6	7	-0.6	-3	1	11
O=C(NCCC1=CCCCC1)C(=O)NCC(c1ccco1)N1CCN(c2ccc(F)cc2)CC1 (centres undefined)	8	31*	13	2	13	2.0	17	10*	0
N/C(=N\OC(=O)CCC1CCCC1)c1ccncc1	13	0	10	3	-32	3.4	11	-1	-1
CCCSc1nc(NCc2ccco2)c2c3c(sc2n1)COC(C)(CC)C3 (centres undefined)	27	-3	-6	23	6	-0.4	21	-1	0
Cc1cc(=O)oc(C)c1C(=O)Nc1ccc2ncccc2c1	-2	1	5	-5	1	1.6	0	-2	5
O=C(OCCO)c1cc(Cl)c(C(=O)OCCO)cc1Cl	-2	2	14	2	20	0.6	5	-1	4
CN(CC(=O)Nc1c(Cl)cccc1Cl)C(=O)CCNS(=O)(=O)c1ccccc1C(F)(F)F	-4	-1	6	2	22	1.2	-9	-2	0
O=c1c2cc(Br)ccc2[nH]c(=S)n1Cc1ccccn1	-6	0	-4	-1	-33	3.2	22	8	-7
CC(=O)Oc1cccc(N2C(=O)c3ccc(C(=O)Nc4c[nH]c(=O)[nH]c4=O)cc3C2=O)c1	0	1	-1	-8	0	-1.7	7	7	-4
Cc1cccc(OCC(O)CN2CCNCC2)c1 (centres undefined)	-11	-1	4	-17	4	-0.6	-9	2	-2
O=C(CSc1nn(-c2ccc(F)cc2)c(=S)s1)N1CCN(C(=O)c2ccco2)CC1	-2	0	0	21	8	0.2	-10	-3	2
COc1ccc(NC(=O)CS(=O)c2ccc(Cl)c(Cl)c2)cc1 (centres undefined)	-27	-4	-4	-8	-1	-0.5	-25	1	1
CC1(C)CC(=O)c2sc(NS(=O)(=O)c3ccccc3)nc2C1	3	-1	6	9	0	0.3	-2	2	-3
O=C(COC(=O)/C=C/c1ccc(S(=O)(=O)N2CCc3ccccc32)cc1)NC1CCS(=O)(=O)C1 (centres undefined)	8	-2	13	17	-12	-0.6	8	2	-2
Cc1nn(C(=O)c2cc([N+](=O)[O-])ccc2Cl)c(C)c1Br	-12	-1	20	22	-16	1.1	32	0	-1
CC1CCCN(C(=O)Cc2cn(Cc3cccc(Cl)c3)c3ccccc23)C1 (centres undefined)	9	0	3	35	19	-0.7	15	6	-3
O=C(CCOc1ccccc1)Nc1nnc(-c2ccc3c(c2)OCCO3)o1	-2	3	3	0	9	3.5	9	-5	-4

# Next structures.
mol	TIM10 inh	UPR XBP1 act	NALP3 yeast inh	tim23-1 inh	Mdm2 MdmX PPI	CHOP UPR activ	tim10-1 inh	NR3A LBD binder	APJ ag
CNS(=O)(=O)c1cccc(C(=O)OCC(=O)Nc2ccc(Cl)cn2)c1	-19	3	-8	16	-29	0.5	-7	-3	5
CC(=O)Nc1cccc(/C(C)=N/NC(=O)c2ccc(O)cc2)c1	8	0	19	-4	25	0.1	4	-11	-4
CCOC(=O)Cn1nc(-c2ccccc2)ccc1=O	-8	1	2	-2	4	2.4	13	1	-5
CCOC(=O)C1=C(C)NC(C)=C(C(=O)OCC)C1c1ccccn1	0	0	6	18	-24	3.9	22	-1	5
CC(C)c1ccccc1OS(N)(=O)=O	-12	0	-4	-11	19	-0.9	-7	0	-5
O=C(CN1C(=O)C2CC=CCC2C1=O)NCC1COc2ccccc2O1 (centres undefined)	-8	-1	4	12	5	-0.9	6	1	2
OC(CN1CCN(c2ccccc2)CC1)c1c[nH]c2ccccc12 (centres undefined)	-2	-3	22	17	20	-5.3	10	3	-3
CCOC(=O)N1CCC(NS(=O)(=O)c2ccc3c(c2)C(C)(C)C(=O)N3C)CC1	4	1	1	-10	29	-0.1	6	-1	-4
CC(C)CNc1c(N)c(=O)oc2ccccc12	-15	-3	10	-1	20	-1.8	2	-4	-3
COc1ccc(/C=N/OCc2ccc(Br)cc2)c(OC)c1	18	4	11	8	3	3.8	8	1	-1
COc1ccc2nccc(C(N)=O)c2c1	-6	-5	-2	4	15	-3.5	4	-1	-5
COC(=O)c1c(C)[nH]c(C)c1-c1ccccc1	15	0	8	7	-1	1.4	18	2	-2
CCCOc1ccc2c(=O)c(N3C(=O)c4ccccc4C3=O)c(C)oc2c1	-9	3	33	8	21	-1.1	-7	0	-1
O=C(Nc1nonc1-c1ccc(F)cc1)c1ccco1	1	-2	-5	3	-12	-0.7	12	0	1
Cc1ccc2c(c1)COc1c3ccc(C(=O)NCC4CC4)cc3nn1-2	41*	4	15	61*	-109	4.5	16	-1	11

# An excerpt of the results above, as a working copy:
mol	TIM10 inh	UPR XBP1 act	NALP3 yeast inh	tim23-1 inh	Mdm2 MdmX PPI	CHOP UPR activ	tim10-1 inh	NR3A LBD binder	APJ ag
CCOC(=O)N1CCC(NS(=O)(=O)c2ccc3c(c2)C(C)(C)C(=O)N3C)CC1	4	1	1	-10	29	-0.1	6	-1	-4
CC(C)CNc1c(N)c(=O)oc2ccccc12	-15	-3	10	-1	20	-1.8	2	-4	-3
COc1ccc(/C=N/OCc2ccc(Br)cc2)c(OC)c1	18	4	11	8	3	3.8	8	1	-1
COc1ccc2nccc(C(N)=O)c2c1	-6	-5	-2	4	15	-3.5	4	-1	-5
COC(=O)c1c(C)[nH]c(C)c1-c1ccccc1	15	0	8	7	-1	1.4	18	2	-2
CCCOc1ccc2c(=O)c(N3C(=O)c4ccccc4C3=O)c(C)oc2c1	-9	3	33	8	21	-1.1	-7	0	-1
O=C(Nc1nonc1-c1ccc(F)cc1)c1ccco1	1	-2	-5	3	-12	-0.7	12	0	1
Cc1ccc2c(c1)COc1c3ccc(C(=O)NCC4CC4)cc3nn1-2	41*	4	15	61*	-109	4.5	16	-1	11

# (more compounds)
mol	TIM10 inh	UPR XBP1 act	NALP3 yeast inh	tim23-1 inh	Mdm2 MdmX PPI	CHOP UPR activ	tim10-1 inh	NR3A LBD binder	APJ ag
CN(C)S(=O)(=O)c1cccc(C(=O)N2CCN(C(=O)C3CCCO3)CC2)c1 (centres undefined)	-1	0	7	13	9	2.1	8	3	-1
CCOc1ccc(C(=O)N2CCC3(CC2)NCCc2[nH]cnc23)cc1OCC	2	-5	8	6	22	3.5	18	-2	-11
CCOc1cccc(OCCOCCn2cnc3ccccc3c2=O)c1	10	-2	12	7	23	-1.3	20	-1	4
CCOC(=O)Nc1ccc2c(c1)Nc1ccccc1S2	36	19	1	62*	-4	1.0	33	12*	1
Cc1c(-c2ccccc2)oc2c(C(=O)N3CCN(c4ccccc4F)CC3)cccc2c1=O	-1	1	23	21	45	0.0	-10	-2	-1
COc1ccc(C(C(=O)NCc2ccccc2)N(C(=O)c2snc(C(N)=O)c2N)c2ccccc2OC)cc1OC (centres undefined)	1	-3	22	15	30	1.5	3	-2	-1
COc1cccc(/C=N/NC(=O)Cn2cnc3c2c(=O)n(C)c(=O)n3C)c1OC	3	-1	21	-11	12	1.1	7	-1	0
CC1CN(C(=O)COC(=O)c2cc([N+](=O)[O-])ccc2Cl)CC(C)O1 (centres undefined)	6	-6	17	3	16	-0.9	5	2	-1
Cc1nn(-c2cc(C)c3ccccc3n2)c2c1CCC2	2	4	15	25	-62	2.7	21	2	-6
COc1ccc(CNC(=O)CCNS(=O)(=O)c2ccc(NC(C)=O)cc2)cc1OC	-4	-3	18	-3	14	-0.9	-8	4	-2
COc1ccc(/C=N/OC/C(O)=C(\C#N)c2nc3ccccc3[nH]2)cc1OC	-19	-2	3	0	73*	-1.6	5	-1	2
COC(=O)c1sccc1NC(=O)CC1C(=O)NCCN1C(=O)c1ccc(F)cc1 (centres undefined)	-4	-4	8	-15	17	-0.1	-10	-1	-2
